IL2 activator = IL-2 activation; IL-2 activation reporter assay, cell-based qHTS; stimulated with anti-CD3/CD4/CD28 beads; in transgenic mouse T cells; AID 652025; hit rate 0.065% among 360,000; activation, % (series mostly up to about 46 µM); in the data active = activation above about 50%; inconclusive = mostly about 30% to 49%; also: 0% is about no effect
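First, unstimulated transgenic mouse T cells were exposed to compound for 60 min. Next, anti-CD3/anti-CD4-coated beads with anti-CD28 were added. Finally, after 18 h at 37 degrees C, EGFP and DsRed were imaged.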
GLP-1R agonist = GLP-1 receptor (human) agonism | HEK293 GLP-1R CRE-luciferase, luminescence, 4-6 h; cells express a hypersensitive GLP-1R form | AID 624172 | hit rate 0.007% among 380,000 | Potency, µM (highest dose often 45.6 µM), without a hit: at the highest dose activation, usual class: activators; also: potency is read from the fitted curve at half-maximal effect; % of control where 0% means no effect
D3 ag = D3 dopamine receptor (human) agonism; max activation, %; hit rate 0.58% among 410,000; AID 652048; D3R DiscoveRx beta-arrestin cells, luminescence, 90 min; P35462; in the data active = max activation above about 30%; also: 0% is about no effect; mostly tested at two doses, the higher about 12 µM
Target sequence (P35462 whole entry, looked up): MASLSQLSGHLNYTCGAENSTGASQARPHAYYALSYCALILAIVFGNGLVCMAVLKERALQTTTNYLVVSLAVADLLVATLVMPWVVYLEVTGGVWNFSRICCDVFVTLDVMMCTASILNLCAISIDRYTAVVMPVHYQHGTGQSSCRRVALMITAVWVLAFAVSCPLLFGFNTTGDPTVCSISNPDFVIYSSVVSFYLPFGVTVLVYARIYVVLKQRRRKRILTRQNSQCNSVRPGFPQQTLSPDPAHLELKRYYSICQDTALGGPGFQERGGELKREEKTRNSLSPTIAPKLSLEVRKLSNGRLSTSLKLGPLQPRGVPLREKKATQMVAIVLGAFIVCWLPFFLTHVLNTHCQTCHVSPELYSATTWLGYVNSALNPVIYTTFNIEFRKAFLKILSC
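Cells at 1500/well, incubated overnight, then treated with pinned compounds (dopamine as control) for 90 min at 37 degrees C. DiscoveRx reagent added for 30 - 60 minutes at room temperature; luminescence read.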
WRN helicase inh = blocks human WRN helicase | Q14191 | WRN helicase unwinding, fluorescent forked duplex, kinetic | Potency, µM (highest dose often 114 µM), for the others: at the top dose activity change, negative = inhibition, usual class: inhibitors | hit rate 0.46% among 360,000; also: potency is read from the fitted curve at half-maximal effect; % is scaled to controls: 0 for no effect and ±100 for the full control effect; nearly all actives have a fitted effect of over 55% in size
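WRN at 20 nM final preincubated with compound 15 min at room temperature; reaction started with 100 nM fluorophore/quencher forked duplex oligonucleotide and 2 mM ATP final. Unwinding followed kinetically by red fluorescence (ex 525, em 598 nm).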
D3 antag = antagonists of human D3 dopamine receptor | D3R cells, DiscoveRx beta-arrestin luminescence, antagonist mode; hits give low values | hit rate 2.5% among 360,000 | max response, negative = inhibition, %; in the data active = max response below about -50%; inconclusive = no clear call, values can overlap the other calls; also: % is scaled to controls: 0 for no effect and ±100 for the full control effect; mostly tested at two doses, the higher about 12 µM
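Cells expressing the human receptor were seeded at 1500 cells/well, incubated overnight at 37 degrees C in 5% CO2, then exposed to library compounds with dopamine controls for 90 minutes at 37 degrees C before luminescent detection.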
GLP-1R inv ag = acts as inverse agonist at human GLP-1 receptor. P43220. AID 624417. Potency, µM (titrated, usually from 38.3 µM), for the others: at the top dose activity change, negative = inhibition, most hits filed as inhibitors. HEK293 GLP-1R CRE-luciferase, luminescence, 24 h; GLP-1R form is constitutively active. hit rate 1.6% among 410,000; also: potency is read from the fitted curve at half-maximal effect; % is scaled to controls: 0 for no effect and ±100 for the full control effect; nearly all actives have a fitted effect of over 55% in size
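Luminescence readout: a drop in cAMP-driven luciferase signal flags inverse agonism at a constitutively active GLP-1R stably expressed in HEK293. Compound exposure lasted 24 hr at 37 deg C, 5% CO2.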
PI5P4K alpha inh = inhibitors of human PI5P4K alpha. max response, %. P48426. hit rate 1.2% among 330,000. PI5P4Kalpha enzyme, ADP-Glo luminescence, 60 min; hits give low values. AID 652105; active = max response of -50% or lower; inconclusive = between -30% and -50%; inactive = -30% or higher; also: value at the top dose of about 77 µM; % is scaled to controls: 0 for no effect and ±100 for the full control effect
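ADP-Glo luminescence end-point after a 60 min room-temperature kinase reaction. PI5P4Kalpha and substrate in HEPES pH 7.4 buffer with EGTA, 0.1% CHAPS and 5% DMSO; ATP at 5 microM final.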
PLK1 PBD inh = blocks phosphopeptide binding to human PLK1 polo-box domain; P53350; Plk1 PBD binding of FITC phosphopeptide, fluorescence polarization; Potency, µM, for the others: max response, negative = inhibition, actives largely listed as inhibitors; hit rate 2.8% among 360,000; AID 720504; also: potency is read from the fitted curve at half-maximal effect; series mostly up to about 57 µM; % is scaled to controls: 0 for no effect and ±100 for the full control effect; nearly all actives have a fitted effect of over 65% in size
Target sequence (P53350 whole entry, looked up, the tested form may be a part): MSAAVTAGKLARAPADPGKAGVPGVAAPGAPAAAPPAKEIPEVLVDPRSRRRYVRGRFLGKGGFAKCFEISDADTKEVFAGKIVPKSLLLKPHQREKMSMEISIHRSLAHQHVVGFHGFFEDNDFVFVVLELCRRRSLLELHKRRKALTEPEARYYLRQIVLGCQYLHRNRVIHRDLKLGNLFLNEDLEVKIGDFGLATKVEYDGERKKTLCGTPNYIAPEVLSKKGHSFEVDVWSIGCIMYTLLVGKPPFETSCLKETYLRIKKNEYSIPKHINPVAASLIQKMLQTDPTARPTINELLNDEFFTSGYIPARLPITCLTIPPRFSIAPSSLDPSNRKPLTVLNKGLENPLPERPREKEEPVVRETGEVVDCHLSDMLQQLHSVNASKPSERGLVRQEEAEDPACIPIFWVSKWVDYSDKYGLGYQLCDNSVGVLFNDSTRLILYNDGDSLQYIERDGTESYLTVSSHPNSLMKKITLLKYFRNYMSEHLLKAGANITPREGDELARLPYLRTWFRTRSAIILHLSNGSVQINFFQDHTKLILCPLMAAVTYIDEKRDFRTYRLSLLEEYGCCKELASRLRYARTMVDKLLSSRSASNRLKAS
HEK293 tox = cytotoxicity counter-screen for GLP-1 receptor inverse agonists; hit rate 0.13% among 410,000; Potency, µM (doses to about 38.3 µM), for inactives: at the top dose activity change, negative = inhibition, most hits filed as inhibitors; HEK293 cAMP-luciferase reporter cells, luminescence, 24 h;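 also: loss of luciferase light is scored as toxicity; potency is read from the fitted curve at half-maximal effect; % is scaled to controls: 0 for no effect and ±100 for the full control effect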
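MLSMR compounds, 24 hr on cells at 37 deg C/5% CO2; luminescence after luciferase reagent (12 min RT). Inhibition counted as the undesired cytotoxic outcome.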
Numbers without * were called inactive; ? = inconclusive; . = not tested or not shown; & = joins results of further samples; [ ] = another dose, or the depositor's remark. Unless noted, calls follow the shape of the dose curve; as a rule, active = well fitted curve in the direction sought with a large enough effect; inconclusive = small, poorly fitted or top-dose-only effect, or another doubt; inactive = no such curve, though single readings can be large; an effect the other way counts as inactive or inconclusive.

SMILES | IL2 activator | GLP-1R agonist | D3 ag | WRN helicase inh | D3 antag | GLP-1R inv ag | PI5P4K alpha inh | PLK1 PBD inh | HEK293 tox
CCC(C)N1Cc2ccccc2C1=N (centres undefined) | 0.3 | 0% | 2 | -8% | -7 | 2% | . | -5% | -17%
O=P(C(c1ccc2c(c1)OCO2)N1CCOCC1)(N1CCOCC1)N1CCOCC1 (centres undefined) | -2.4 | -1% | -16 | 3% | -15 | 3% | 22 | -6% | 1%
CCN(CC(=O)Nc1ccccc1C(F)(F)F)C(=O)CCSc1ccc(F)cc1 | -1.0 | 17% | 14 | -12% | 2 | ? | 6 | -6% | -2%
CSCc1nnc2n1-c1ccc(Cl)cc1C(c1ccccc1)=NC2 | 0.5 | -2% | 3 | 3% | 5 | -12% | -7 | -5% | -7%
CCN1c2nc3c(C)cccn3c(=O)c2CC2(C(=O)N(C)C(=O)N(C)C2=O)C1C (centres undefined) | -3.0 | -7% | -4 | 12% | 1 | 0% | 0 | -5% | -1%
Cc1cccc(N2C(=O)NC(=O)/C(=C\c3cc(C)n(-c4sc5c(c4C#N)CCCC5)c3C)C2=O)c1C | -2.1 | 8% | 3 | ? | -6 | 3.5µM* | -29 | 0.75µM* | -6%
CCOC(=O)c1ccc(N2C(=O)CC(N3CCC(C#N)(c4ccccc4)CC3)C2=O)cc1 (centres undefined) | -1.5 | 6% | 2 | 5% | 10 | 4% | 0 | 3% | -2%
CCn1c(=O)n(CC(=O)N2CCC3(CC2)OCCO3)c(=O)c2ccccc21 | -0.1 | 1% | -1 | 0% | 0 | 10% | 2 | -4% | -2%
CCC(=C(c1ccc(O)cc1)c1ccc(OCCN(C)C)cc1)c1ccccc1 | -2.0 | 1% | -12 | 4% | 0 | 0% | -5 | -4% | 0%
Cc1nn(Cc2ccccc2Cl)c(C)c1C(=O)OCC(=O)NC1CCCC(C)C1C (centres undefined) | 1.2 | 9% | -22 | 10% | ? | 1% | 3 | -1% | -6%
CC1(O)CCC2C3CCC4=CC(=O)CCC4=C3C=CC21C (centres undefined) | -0.3 | 13% | 15 | -4% | 4 | 6% | -2 | -1% | 25%
O=C(CN1CCCC1=O)NCCc1ccccc1 | 1.0 | 19% | -15 | 0% | -4 | 0% | 2 | -4% | 21%
Cc1ccc2ccc(S(=O)(=O)NCc3ccco3)cc2c1 | 1.1 | 10% | -1 | -14% | 1 | 10% | -21 | -23% | 25%
Cc1cc(/C=C2/C(=O)NC(=O)N(c3ccccc3)C2=O)c(C)n1-c1ccc(F)cc1 | -0.5 | -3% | -13 | -15% | ? | -7% | -7 | ? | -6%
CN(C(=O)Oc1ccc(Cl)c2cccnc12)c1ccccc1 | -0.6 | -5% | 3 | 2% | 7 | 0% | 3 | -7% | -2%
Cc1cccc(NC(=O)Cn2cc(C(=O)C3CC3)c3ccccc32)c1C | 0.1 | 19% | 3 | ? | 19 | -14% | 1 | -6% | -1%
COc1ccc(-n2c(/C=C/c3ccc(O)c(OC)c3)nc3ccccc3c2=O)cc1 | 0.7 | 2% | 9 | -8% | 61 | ? | -2 | 47%[activator] | 92%[activator]
CC(C)(C)C(O)C(Oc1ccc(Cl)cc1)n1cncn1 (centres undefined) | -0.1 | -4% | 15&8 | -10% | -3 | -16% | 5 | -13% | 12%
Cc1cccc(C)c1-n1nnnc1C(CCc1ccccc1)N1CCC(n2c(=O)[nH]c3ccccc32)CC1 (centres undefined) | -0.3 | 4% | 5 | -7% | 59 | 20% | 1 | -1% | 5%
COc1cccc(CN(C)C[C@@H]2OCc3ccccc3-c3c(n(C)c4ccccc34)C(=O)N([C@@H](C)CO)C[C@H]2C)c1 | -3.5 | -3% | 4 | -14% | 15 | 10µM* | 5 | -3% | ?
C[C@H]1O[C@@H](O[C@H]2[C@@H](O)C[C@H](O[C@H]3[C@@H](O)C[C@H](O[C@H]4CC[C@@]5(C)[C@H](CC[C@@H]6[C@@H]5CC[C@]5(C)[C@@H](C7=CC(=O)OC7)CC[C@]65O)C4)O[C@@H]3C)O[C@@H]2C)C[C@H](O)[C@@H]1O | -0.3 | -19% | 5&6 | 3% | 15 | -83% | 10 | -13% | -41%
CC(=O)Nc1ccc(NC(=O)c2nc(S(=O)(=O)Cc3ccccc3)ncc2Cl)cc1 | -0.8 | -16% | -1 | -6% | -29 | ? | 2 | 17µM* | ?
Cc1nc2c(c(=O)[nH]1)C(c1ccccc1Cl)c1c(c3ccccc3oc1=O)O2 (centres undefined) | 0.3 | 0% | 5 | 2% | 4 | -11% | 2 | 0% | 2%
CCCCNC(=O)COC(=O)c1c2c(nc3ccccc13)/C(=C/c1cccs1)CC2 | -2.2 | 1% | 69* | -18% | 11 | ? | ? | -10% | 236%[activator]
Cc1cc(-c2nnc3n2N=C(c2ccc(-c4ccccc4)cc2)CS3)n[nH]1 | 0.8 | -4% | -3 | -21% | ? | 7% | ? | ? | ?
CCCN(CCC)C(=O)CC(c1ccccc1)c1cc(Br)ccc1O (centres undefined) | -3.7 | -14% | -5 | -28% | -12 | ? | . | -1% | ?
Cc1nn(Cc2ccccc2Cl)c(Cl)c1C(=O)OC(C(=O)NC(N)=O)C(C)C (centres undefined) | -0.4 | -11% | 15 | 4% | 4 | -3% | 1 | 0% | 16%
CCc1n[nH]c(CCN)n1 | -1.9 | 0% | -3 | 0% | -16 | 13% | 0 | -13% | -7%
Cc1ccc(S(=O)(=O)N2[C@H](c3cccc(Cl)c3)CC(=O)[C@@H]3CN(S(=O)(=O)c4ccccc4C)[C@H](c4ccc(Cl)cc4)C[C@@H]32)cc1 | -3.5 | -5% | -2 | 2% | -5 | ? | -6 | -7% | -7%
O=[N+]([O-])c1cc(S(=O)(=O)c2ccc(O)c([N+](=O)[O-])c2)ccc1O | -0.4 | -6% | -2 | ? | 2 | 1% | -64* | -25% | -23%
CN1CCN(c2ccc(NC(=O)C(C)(C)C)cc2)CC1 | 5.6 | -8% | 0 | 8% | -12 | -13% | -5 | -3% | -4%
CN1C(=O)C(=Cc2ccccc2OS(=O)(=O)c2ccccc2)C(=O)N(C)C1=O | -3.0 | -3% | 2 | -2% | -10 | -27% | -2 | 5.3µM* | -12%
c1ccc(CN2CCN(Cc3ccc4ccccc4c3)CC2)cc1 | -0.6 | 1% | -15 | -26% | -69* | ? | -8 | -11% | -18%
COC(=O)C1=C(c2ccc(OC)c(OC)c2)C[C@@H]2CC[C@H]1N2C(=O)NCc1ccco1 | 0.4 | 0% | -9 | 9% | ? | 13% | 2 | -5% | -16%
Fc1cccc(-c2ccc3c(c2)CNCc2cnnn2-3)c1 | 0.2 | 13% | 0 | -3% | 9 | 12% | -23 | -10% | -6%
CCOP(=O)(c1ccccc1)c1nc(-c2ccc(F)cc2)oc1N1CCCCC1 (centres undefined) | -3.9 | 13% | 0 | -31% | 30 | ? | 14 | -8% | -1%

Results in GLP-1R inv ag and PI5P4K alpha inh, for some of the entries so far:
molecule,GLP-1R inv ag,PI5P4K alpha inh
COC(=O)C1=C(c2ccc(OC)c(OC)c2)C[C@@H]2CC[C@H]1N2C(=O)NCc1ccco1,13%,2
Fc1cccc(-c2ccc3c(c2)CNCc2cnnn2-3)c1,12%,-23

More records follow:
SMILES | IL2 activator | GLP-1R agonist | D3 ag | WRN helicase inh | D3 antag | GLP-1R inv ag | PI5P4K alpha inh | PLK1 PBD inh | HEK293 tox
C[C@]12CCC(=O)C(O)=C1CC[C@@H]1[C@@H]2CC[C@]2(C)C(=O)CC[C@@H]12 | 0.0 | 5% | 9&3&2 | -4% | 26 | 23% | 0 | -13% | -5%
O=c1c2ccccc2[nH]c(=S)n1-c1ccc2c(c1)OCCO2 | 0.1 | -7% | -5 | -1% | ? | 7% | -5 | -3% | -4%
Cc1cccc(N2C(=O)NC(=O)/C(=C\c3cccn3-c3ccc(Cl)cc3)C2=O)c1 | -0.5 | -25% | -12 | ? | -17 | ? | -52* | 0.53µM* | ?
O=C(CN1CCCC1)Nc1ccc(Cl)cc1C(=O)c1ccccc1 | -4.6 | 11% | -13 | 8% | 15 | ? | -10 | -10% | -2%
C=CCNC(=S)N1Cc2cc(Br)ccc2-n2nncc2C1 | 0.1 | 5% | 5 | 10% | -2 | -3% | 14 | 4% | 1%
CC1CN1c1cc2c(c3c1ccn3C)C1CCC2C1 (centres undefined) | -0.6 | 4% | 0 | -6% | 11 | 17% | 4 | -2% | 4%
CN1CCC(N(C)Cc2cccnc2)CC1 | 0.2 | -7% | -4 | -15% | -19 | 13% | 6 | -8% | 3%
COC(=O)c1cn(Cc2ccc(F)cc2)c2ccccc12 | -1.5 | 16% | -4 | -1% | 5 | 11µM* | 17 | 7% | 2%
COc1ccc(N=C(C)c2c(O)n(C)c(=O)n(C)c2=O)c(OC)c1 | 0.5 | 22% | -2 | -1% | -9 | 1% | 10 | -12% | -1%
CCOC(=O)c1sc(/N=C/c2c(O)n(-c3ccccc3)c(=O)[nH]c2=O)c(C#N)c1C | 0.4 | 7% | 3 | -13% | -16 | 80%[activator] | -22 | ? | -11%
CC1=CC(=O)C2=C(C)C[C@H](O)[C@@H]3[C@H](OC(=O)[C@H]3C)[C@@H]12 | 0.8 | 2% | -7 | -3% | -2 | 0% | -4 | -3% | 6%
CC(C)CC(=O)/C(=C\c1ccc(Cl)cc1Cl)n1cncn1 | -2.6 | -9% | 1 | -12% | 15 | ? | -5 | ? | ?
C=CCN1C(=O)/C(=C/c2ccc(O)c(OC)c2)S/C1=N/c1nccs1 | 8.7 | 21% | 5 | -22% | -17 | 28% | -20 | 48%[activator] | 60%[activator]
CC1(c2ccccc2)NC(=O)N(CC(=O)Nc2cc(C(F)(F)F)ccc2N2CCCCC2)C1=O (centres undefined) | -6.9 | 0% | 0 | -8% | -14 | ? | -18 | -6% | ?
CCN1C(=O)C(=C2C=C(C)OC(C)=C2)C(=O)N(CC)C1=S | -0.1 | -5% | 11 | 1% | 3 | 7% | 2 | 0% | 0%
COC(=O)c1ccccc1NC(=O)N1C[C@@H]2C[C@@H](C1)c1cccc(=O)n1C2 | -0.1 | 11% | -1 | 9% | 0 | 6% | 3 | 3% | 3%
COc1cc(Br)c(CNCCc2ccc3c(c2)OCO3)cc1OC | 0.3 | 27% | -8 | 5% | -14 | 3% | 0 | 1% | -16%

Source: PubChem BioAssay

An excerpt (hit frequency here may not be typical).
